HCMV inh – blocks human cytomegalovirus replication; HFF cells, HCMV-luciferase reporter, 72 h; active compounds read low; activity change, negative = inhibition, % at 57.5 µM; 4.5% of 410,000 active; AID 1259415; in the data active = activity change below about -60%; inconclusive = no clear call, values can overlap the other calls; inactive = above about -39%
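Steps: HFFs plated, 16 h 37C; compounds added; HCMV-luciferase added to MOI 1 PFU/cell; 72 h 37C; OneGlo reagent, 5 min room temperature; luminescence read, normalized to controls.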
AmpC inh no detg – AmpC beta-lactamase inhibition without detergent | P00811 | AmpC nitrocefin hydrolysis, absorbance 480 nm, 0.0001% Triton | Potency, µM (series often up to 57.1 µM), for inactives: top-dose activity change, negative = inhibition, usual class: inhibitors | 0.52% of 330,000 active | AID 485341;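 note: potency is the fitted concentration of half-maximal effect; plate controls were no compound for no effect and no enzyme for full effect; nearly all actives have a fitted effect of over 20% in size; some results filed as inactive show a strong effect at the top dose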
Target sequence (P00811 whole entry, looked up): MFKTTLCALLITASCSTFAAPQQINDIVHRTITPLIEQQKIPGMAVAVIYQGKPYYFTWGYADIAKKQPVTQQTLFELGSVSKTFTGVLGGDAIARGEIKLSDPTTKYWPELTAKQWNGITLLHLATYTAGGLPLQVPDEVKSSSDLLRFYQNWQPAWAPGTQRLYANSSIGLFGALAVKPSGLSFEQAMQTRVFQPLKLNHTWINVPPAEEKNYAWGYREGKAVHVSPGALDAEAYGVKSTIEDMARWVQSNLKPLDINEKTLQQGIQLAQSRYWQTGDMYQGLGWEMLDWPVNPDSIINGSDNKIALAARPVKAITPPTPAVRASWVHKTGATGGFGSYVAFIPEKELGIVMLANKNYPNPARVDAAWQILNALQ
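20 mM phosphate pH 7.0 + 0.01% (detergent screen) or 0.0001% Triton X-100; 5.3 nM AmpC reagent; cpd preinc 15 min RT; nitrocefin (800 uM stock) to start; A480 q20 s × 4 min; Activity was normalised to no-enzyme and no-compound control wells.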
AMA1-RON2 inh – inhibitors of Plasmodium falciparum AMA1-RON2 interaction. AlphaScreen AMA1-biotinylated RON2 peptide binding. Potency, µM (titrated, usually from 58.2 µM), without a hit: at the top dose activity change, negative = inhibition, actives largely listed as inhibitors. 0.2% of 360,000 active. AID 720542;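 note: potency is the fitted concentration of half-maximal effect; 0% = vehicle wells and -100% = peptide control; nearly all actives have a fitted effect of over 45% in size; some results filed as inactive show a strong effect at the top dose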
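AMA1 (3D7) with his tag at 25 nM final met compounds first, then biotinylated RON2 peptide at 25 nM; detection used donor plus acceptor beads, 10 µg/mL apiece, read by AlphaScreen after 30 min at room temperature.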
AmpC detergent – blocks E. coli AmpC beta-lactamase in detergent assay; P00811; AmpC hydrolysis of nitrocefin, absorbance 480 nm, 0.01% Triton; Potency, µM (doses to about 114 µM), for the others: top-dose activity change, negative = inhibition, hits mostly inhibitors; 0.041% of 370,000 active; AID 485294;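 note: potency is the fitted concentration of half-maximal effect; 0% = no-compound wells and -100% = no-enzyme wells; nearly all actives have a fitted effect of over 25% in size; some results filed as inactive show a strong effect at the top dose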
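20 mM phosphate pH 7.0 + 0.01% (detergent screen) or 0.0001% Triton X-100; 5.3 nM AmpC reagent; cpd preinc 15 min RT; nitrocefin (800 uM stock) to start; A480 q20 s × 4 min; Activity was normalised to no-enzyme and no-compound control wells.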
LmPK inh – LmPK (Leishmania mexicana) enzyme inhibition; Potency, µM (series often up to 57.5 µM), inactives show at the highest dose activity change, negative = inhibition, hits mostly inhibitors; 0.37% of 290,000 active; purified LmPK, Kinase-Glo ATP luminescence, 1 h; Q27686; note: potency is the fitted concentration of half-maximal effect
Target sequence (Q27686 whole entry, looked up): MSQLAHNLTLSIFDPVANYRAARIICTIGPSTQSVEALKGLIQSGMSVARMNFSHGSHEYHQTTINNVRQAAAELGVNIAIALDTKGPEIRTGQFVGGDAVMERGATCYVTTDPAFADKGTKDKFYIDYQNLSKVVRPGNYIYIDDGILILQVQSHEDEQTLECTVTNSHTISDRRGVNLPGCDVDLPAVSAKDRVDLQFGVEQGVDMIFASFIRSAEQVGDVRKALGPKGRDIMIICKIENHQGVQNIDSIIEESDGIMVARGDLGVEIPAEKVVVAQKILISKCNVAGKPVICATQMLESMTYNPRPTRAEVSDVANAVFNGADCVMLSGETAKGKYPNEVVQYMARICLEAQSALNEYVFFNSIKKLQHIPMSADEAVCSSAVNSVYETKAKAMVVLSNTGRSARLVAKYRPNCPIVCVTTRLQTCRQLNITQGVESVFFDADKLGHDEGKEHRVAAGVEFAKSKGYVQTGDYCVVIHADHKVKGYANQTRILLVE
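In 50 mM imidazole pH 7.2 with 7 mM MgCl2, LmPK (0.1 nM) turned over PEP (0.5 mM) and ADP (0.1 mM) for 1 h at room temperature. Luciferase read-out of ATP.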
HCV inh – blocks hepatitis C virus; AID 651820; 3.4% of 340,000 active; Huh7.5.1 HCVcc-Cre infection, luciferase reporter, 44 h; Potency, µM (series often up to 41.8 µM), for inactives: top-dose activity change, negative = inhibition, most hits filed as inhibitors; note: potency is the fitted concentration of half-maximal effect
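Infectious HCV cell culture screen: compound-treated cells (1,000/well, pre-plated 4 h) are infected with HCVcc-Cre at roughly 0.5 moi and grown 44 h. Infection is quantified by luciferase signal after 15 min substrate incubation at room temperature.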
Tb PYK inh – T. brucei pyruvate kinase inhibition; 0.12% of 410,000 active; Potency, µM (highest dose often 76.8 µM), inactives show at the top dose activity, negative = inhibition, usual class: inhibitors; AID 624173; TbPYK enzyme, Kinase-Glo Plus ATP luminescence, 45 min; note: potency is the fitted concentration of half-maximal effect; nearly all actives have a fitted effect of over 50% in size
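Activity of T. brucei pyruvate kinase was followed by Kinase-Glo Plus luminescence after the enzyme reacted 45 min at room temperature with 130 uM ADP (final) and substrate. Test compounds were added before ADP at multiple concentrations.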
Starred values were filed as active, the others as inactive; ? = inconclusive; · = not tested or not shown; & = joins results of further samples; [ ] = dose if it differs, or a comment. Unless noted, calls come from the whole dose curve; as a rule, active = well fitted curve in the direction sought with a large enough effect; inconclusive = small, poorly fitted or top-dose-only effect, or another doubt; inactive = no such curve, though single readings can be large; an effect the other way counts as inactive or inconclusive. Unless noted, % is set by controls: 0 for no effect and ±100 for the full control effect.

SMILES	HCMV inh	AmpC inh no detg	AMA1-RON2 inh	AmpC detergent	LmPK inh	HCV inh	Tb PYK inh
Cc1cccc(Oc2nccc(C(F)(F)F)c2C(=O)Nc2ccc(F)cc2F)c1	-28	-1%	-4%	6%	2%	-6%	8%
Cc1sc2ncn(CC(=O)N(C)c3ccc(C(C)C)cc3)c(=O)c2c1S(=O)(=O)N1CCC(C)CC1	-11	·	·	-1%	·	·	-10%
O=C(c1ccc2oc(CCc3ccccc3)nc2c1)N1CC[C@H](O)C1	11	1%	2%	-1%	5%	23%	0%
CCOc1ccc(NC(=O)Nc2cccnc2)cc1	40	-14%	-22%	5%	25µM*	4%	-7%
C=CCNC(=O)C1(c2ccccc2)CC1(Cl)Cl (stereo not drawn)	13	0%	-3%	-2%	0%	20%	5%
CC1CC(NC(=O)C2C3CCC(O3)C2C(=O)O)CC(C)(C)C1 (stereo not drawn)	?	-49%	-5%	3%	5%	-7%	-4%
CC(=O)c1ccc(NCC(=O)N2CCN(c3ccccc3)CC2)cc1	-30	-9%	-19%	4%	8%	-24%	-6%
Cc1nn(-c2ccccc2)c(C)c1CN(C)C(=O)c1ccc(S(=O)(=O)NCc2ccco2)cc1	-33	33%	-2%	-2%	·	14µM*	-1%
O=C(CN1C(=O)CCS(=O)(=O)c2ccccc21)Nc1cccc(F)c1	11	·	-12%	-6%	0%	12%	-5%
Cc1c(NC(=O)c2ccc(=O)oc2)c(=O)n(-c2ccccc2)n1C	34	124%[activator]	-21%	?	-11%	2%	-4%
O=C(CCC(=O)Nc1ccccc1)N/N=C/C=C/c1ccccc1	-30	-52%	29%	-4%	-1%	7%	-25%
Cc1ccc(-n2c(C)nnc2SCC(=O)NC2CCCC2)cc1	2	-10%	-6%	2%	2%	16%	-14%
N#C/C(=C\c1ccc(OC(=O)c2ccc(Cl)s2)cc1)c1nc2ccccc2[nH]1	-36	-29%	18%	-8%	-3%	-23%	-5%
O=C(CN(Cc1ccco1)C(=O)CNS(=O)(=O)c1ccc(F)cc1)NCCc1ccccc1	10	0%	-2%	-7%	1%	2%&0%	8%
CCCSc1nc2c(c(=O)[nH]1)C(c1ccc(F)cc1F)CC(=O)N2 (stereo not drawn)	2	·	·	1%	·	·	-2%

Random excerpt: two records from the list
SMILES	HCMV inh	AmpC inh no detg	AMA1-RON2 inh	AmpC detergent	LmPK inh	HCV inh	Tb PYK inh
Cc1c(NC(=O)c2ccc(=O)oc2)c(=O)n(-c2ccccc2)n1C	34	124%[activator]	-21%	?	-11%	2%	-4%
CCOc1ccc(NC(=O)Nc2cccnc2)cc1	40	-14%	-22%	5%	25µM*	4%	-7%

Remaining list, next part
SMILES	HCMV inh	AmpC inh no detg	AMA1-RON2 inh	AmpC detergent	LmPK inh	HCV inh	Tb PYK inh
Cc1ccccc1NC(=O)CCNS(=O)(=O)c1ccc2[nH]c(=O)oc2c1	0	-25%	-8%	0%	0%	15%	10%
COc1ccc(CN2CCNC(=O)C2CC(=O)NC2CCCCCC2)c(F)c1 (stereo not drawn)	13	59%	-6%	?	1%	9%	6%
C#CCN1CCc2onc(-c3ccccc3OC)c2C1=O	-23	·	11%	·	·	·	-7%
O=C(Cc1ccccc1F)Nc1nc(-c2ccc(F)c(F)c2)cs1	37	-49%	0%	-9%	-5%	?	1%
O=C(O)CC(SCC(=O)Nc1ccc(S(=O)(=O)N2CCCC2)cc1)C(=O)O (stereo not drawn)	-18	-22%	14%	-11%	2%	14%	1%
Cc1c(NC(=O)c2sc3ccccc3c2Cl)cccc1-c1nc2ccccc2o1	26	·	·	21%	·	·	-3%
COc1ccc(S(=O)(=O)N2CCCCC2c2cc(C(=O)Nc3ccc(OC)cc3C)no2)cc1 (stereo not drawn)	-21	·	-8%	·	·	·	-4%
COc1ccc(-c2nc(-c3ccccc3)ncc2S(C)(=O)=O)cc1	-16	-25%	6%	-11%	5%	25%	-4%
CN(C)S(=O)(=O)c1cccc(NC(=O)C2CCCN(C(=O)c3ccc(Cl)cc3)C2)c1 (stereo not drawn)	-28	·	-8%	·	·	·	3%
COc1ccc(C(=O)N/C(=C\c2ccc3c(c2)OCO3)C(=O)Nc2cccc(C(=O)O)c2)cc1	13	-31%	9%	-11%	-1%	15%	2%
Cc1nc(NC(=O)CN2CCOCC2)sc1C(=O)N(C)C	6	-5%	26%	-1%	-1%	-10%	-6%
COC(=O)c1nc[nH]c1C(=O)OC	0	-6%	-8%	3%	6%	21%	2%
CC1=CC2=NC(=O)/C(=C\c3cccn3CCOc3cccc(C)c3)C(=N)N2O1	?	-44%	-12%	-10%	0%	?	0%
O=C(CCc1nnc(Cc2c[nH]c3ccccc23)o1)NCCC1CCCCO1 (stereo not drawn)	21	·	17%	·	·	·	-19%
Cc1ccc2c(c1)C1CN(C)CCC1N2C(=S)Nc1ccc(OC(F)F)cc1 (stereo not drawn)	?	-36%	-3%	1%	8%	?	-3%

2 of these compounds in a different format:
> O=C(c1ccc2oc(CCc3ccccc3)nc2c1)N1CC[C@H](O)C1
  HCMV inh: 11 | AmpC inh no detg: 1% | AMA1-RON2 inh: 2% | AmpC detergent: -1% | LmPK inh: 5% | HCV inh: 23% | Tb PYK inh: 0%
> CCOc1ccc(NC(=O)Nc2cccnc2)cc1
  HCMV inh: 40 | AmpC inh no detg: -14% | AMA1-RON2 inh: -22% | AmpC detergent: 5% | LmPK inh: 25µM* | HCV inh: 4% | Tb PYK inh: -7%

Going on with the list.
SMILES	HCMV inh	AmpC inh no detg	AMA1-RON2 inh	AmpC detergent	LmPK inh	HCV inh	Tb PYK inh
CCCOc1ccc(/C(O)=C2/C(=O)C(=O)N(CCOC)C2c2cccnc2)cc1 (stereo not drawn)	-6	-2%	·	-12%	4%	·	·
Cc1nc2ccc(C(=O)OCC(=O)N(C)c3ccccc3)cc2nc1C	6	71%[activator]	-21%	?	·	12%	2%
COc1ccc(NC(=O)N(Cc2nnc3n2CCCCC3)c2ccc(OC)c(Cl)c2)cc1	-12	·	·	13%	·	·	-5%
CC(C)(C)N1CC2([N+](=O)[O-])CN(C(C)(C)C)CC([N+](=O)[O-])(C1)C2	2	-15%	24%	-1%	-6%	12%	-7%
O=C(OCc1ccccc1Cl)C1CC(=O)N(Cc2ccco2)C1 (stereo not drawn)	-20	5%	-8%	?	·	27%	2%
O=C(COc1ccc(-n2cnnn2)cc1)NCCc1ccc(F)cc1	24	-14%	-12%	-14%	0%	12%	3%
O=C(CCCCC(=O)Nc1ccccc1Cl)Nc1ccccc1Cl	-5	-18%	-3%	2%	-3%	13%	-3%
Cc1csc(=O)n1CC(=O)OCC(=O)NNC(=O)c1ccccc1	-17	-14%	-1%	5%	-8%	11%	-2%
CC(=NNC(=S)Nc1ccccc1Cl)c1ccccn1	-99*	·	-15%	·	·	?	-9%
CC(=O)Nc1cc(-c2ccc(F)cc2)cn2c(-c3ccc(S(C)(=O)=O)cc3)cnc12	12	·	33%[activator]	·	·	·	3%
Cc1cccc(Cc2nnc(CCC(=O)N(CC3CC3)CC3CCCO3)o2)c1 (stereo not drawn)	22	59%	5%	-2%	-1%	22%	0%
CC(C)c1ccccc1OCC(=O)N(C)CC(=O)Nc1ccc(F)cc1	2	-2%	0%	-11%	·	?	3%
Cc1cccc2c1N(C(=O)c1ccco1)C(C)(C)c1ssc(=S)c1-2	?	-6%	-10%	-11%	0%	9%	-11%
Cc1cc(/C=C(\C#N)C(=O)NCc2ccco2)c(C)n1-c1cccnc1	-29	11%	-9%	-5%	-2%	?	2%
Cn1c(-c2ccccc2)cnc1SCC(=O)N1CCCc2ccccc21	?	0%	-5%	-10%	0%	0%	-7%
O=C(CN(c1ccccc1)S(=O)(=O)c1ccccc1)N1CCOCC1	-31	0%	-24%	-6%	1%	12%	4%
CC(Cc1ccccc1)N1Cc2ccccc2C1 (stereo not drawn)	·	-13%	-4%	-2%	-2%	2%	-5%
Cn1c(=O)c2c(nc(NCc3ccccc3)n2Cc2ccccc2Cl)n(C)c1=O	-5	·	·	23%	·	·	-4%

Part of the list above, showing only HCMV inh and AMA1-RON2 inh:
| smiles | HCMV inh | AMA1-RON2 inh |
| --- | --- | --- |
| Cc1csc(=O)n1CC(=O)OCC(=O)NNC(=O)c1ccccc1 | -17 | -1% |
| CC(=NNC(=S)Nc1ccccc1Cl)c1ccccn1 | -99* | -15% |
| CC(=O)Nc1cc(-c2ccc(F)cc2)cn2c(-c3ccc(S(C)(=O)=O)cc3)cnc12 | 12 | 33%[activator] |

High-throughput results deposited in PubChem by National Center for Advancing Translational Sciences (NCATS).
